MT1-MMP act inh: blocks activation of human MT1-MMP; P50281; HT1080 RFP-PRO-GFP cells, GFP/RFP ratio fluorescence, overnight; percent of plate control window, DMSO zero; GFP/RFP ratio change, % at 20 µM; 360,000 compounds, 0.061% hits;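 active = GFP/RFP ratio change of at least 30% with cell ATP level not reduced by more than half and red fluorescence within 50% of control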; also: strong numbers were not always called active
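Assay system: HT1080 RFP-PRO-GFP cells. Benchmarks: DMSO vehicle wells and RFP-L50D-GFP reporter cell wells. Times: overnight cell settling, then overnight compound exposure, 37 °C, 5% CO2. Compound: 20 µM single dose, 1% DMSO. Read-out basis: GFP/RFP fluorescence ratio.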
Rpn11 block: inhibitors of human proteasome Rpn11; 360,000 compounds, 0.59% hits; O00487; calls only at 20 µM; human 26S proteasome, Ub4-pepOG fluorescence polarization; 20S core pre-blocked with epoxomicin;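 active = inhibition at 20 µM, scaled to each plate's controls, above about 33%, limit read from the data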
FAS-TE inh: inhibitors of human fatty acid synthase thioesterase domain. recombinant FAS-TE, OMFH fluorogenic substrate, fluorescence endpoint. P49327. 360,000 compounds, 0.67% hits. AID 602261. inhibition, % at 15 µM;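 active = compounds whose normalised, plate-corrected inhibition of enzyme fluorescence in the single-dose primary screen is 50% or more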;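 also: 0% = DMSO with enzyme and 100% = substrate without enzyme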
PABP1 MLLE inh: inhibitors of microRNA-mediated deadenylation, human PABP1 MLLE binding; inhibition, % at 20 µM; AID 588489; P11940; 360,000 compounds, 0.36% hits; GST-MLLE / FITC-PAM2 fluorescence polarization; in the data active = inhibition above about 35%, passing the limit was not always enough;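 also: plate controls were DMSO wells with GST-MLLE for no effect and wells lacking GST-MLLE protein for full effect; some results filed as inactive read as strong as hits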
E coli Lon inh: inhibits E. coli Lon protease; 360,000 compounds, 0.42% hits; inhibition, % at 7.94 µM; AID 602123; P0A9M0; purified E. coli Lon protease, fluorescence polarization; in the data active = inhibition above about 13%, passing the limit was not always enough;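 also: 0% = enzyme with probe and DMSO and 100% = no enzyme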
Rin1 Abl inh: inhibitors of human Rin1-Abl protein interaction; P00519+Q13671; TR-FRET Rin1/Abl binding, biochemical; inhibition, % at 7.35 µM; 360,000 compounds, 0.4% hits; AID 588664; in the data active = inhibition above about 5%, passing the limit was not always enough
bovine MsrA act: activates bovine MsrA enzyme. purified bovine MsrA, absorbance read-out. activation, % at 10.6 µM. 360,000 compounds, 0.3% hits. AID 602163; in the data active = activation above about 7.5%;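 also: 0% = vehicle and 100% = reference activator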
CSN deneddyl inh: CSN deneddylation inhibition; Purified CSN, SCF-Nedd8-OG deneddylation, fluorescence polarization; inhibition, % at 12.5 µM; 360,000 compounds, 0.38% hits;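 active = pattern-corrected inhibition above about 35%, with an unprinted fluorescence ratio check between 0.5 and 1.5, limit read from the data, passing the limit was not always enough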;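 also: 0% = enzyme with substrate and 100% = substrate without enzyme; some results filed as inactive read as strong as hits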
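Assay system: purified human Csn5 enzyme expressed in HEK293T cells; Input: 0.24 nM Csn5 enzyme, final concentration; Reagent: 10 nM SCFSkp2-Nedd8OG; Compound dosing: 12.5 µM single point; Times: reaction 90 min, room temperature; Technique: fluorescence polarization readout.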
MsrA inhibitor: inhibitors of bovine MsrA; purified bovine MsrA, absorbance read-out; 360,000 compounds, 0.75% hits; AID 651718; inhibition, % at 15.5 µM; in the data active = inhibition above about 4.5%;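 also: 0% = vehicle wells with enzyme and 100% = reference inhibitor wells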
* hit, by the source's call; i = inactive; . = no result given.

Start of the data: the first 4 entries (preview)
1) CCOc1cc(/C=C2\C(=O)NC(=O)N(CCc3ccc(F)cc3)C2=O)ccc1O
2) CCC1(CC)C(=O)NC(=O)N(c2ccccc2)C1=O
3) O=C(NC(=O)c1c(F)cccc1F)Nc1cc(Cl)c(F)c(Cl)c1F
4) CCOC(=O)c1cc(C(O)(C(=O)OC)C(F)(F)F)c(/N=C/N(C)C)o1 (centres undefined)
Screen / compound no. | 1 | 2 | 3 | 4
MT1-MMP act inh | -15 | 1 | 4 | 1
Rpn11 block | i | i | i | i
FAS-TE inh | -5 | -4 | -5 | -12
PABP1 MLLE inh | -44 | -6 | -13 | 9
E coli Lon inh | -36 | 1 | 6 | -2
Rin1 Abl inh | 0 | 1 | -2 | 1
bovine MsrA act | -7 | 0 | -7 | -14
CSN deneddyl inh | 12 | -3 | 3 | 1
MsrA inhibitor | 1.7 | -0.1 | 1.5 | 6.8*

Main list, from the first entry:
1) CCOc1cc(/C=C2\C(=O)NC(=O)N(CCc3ccc(F)cc3)C2=O)ccc1O
2) CCC1(CC)C(=O)NC(=O)N(c2ccccc2)C1=O
3) O=C(NC(=O)c1c(F)cccc1F)Nc1cc(Cl)c(F)c(Cl)c1F
4) CCOC(=O)c1cc(C(O)(C(=O)OC)C(F)(F)F)c(/N=C/N(C)C)o1 (centres undefined)
5) C/C=C(\C)C(=O)N[C@@H](c1ccccc1)[C@@H](O)C(=O)O[C@H]1C[C@@]2(O)[C@@H](OC(=O)c3ccccc3)C3[C@](C)(C(=O)[C@H](O)C(=C1C)C2(C)C)[C@@H](O)C[C@H]1OC[C@@]31OC(C)=O (some centres undefined)
6) CCC(=NCCO)c1c(O)n(-c2ccc(Cl)cc2)c(=O)[nH]c1=O
7) COc1cccc(CC(=O)N2CCN(Cc3cccc(Cl)c3)CC2)c1
8) CCOP(=O)(OCC)C(Cc1ccccc1)NC(C)=O (centres undefined)
Screen / compound no. | 1 | 2 | 3 | 4 | 5 | 6 | 7 | 8
MT1-MMP act inh | -15 | 1 | 4 | 1 | -11 | -1 | -2 | 2
Rpn11 block | i | i | i | i | i | i | i | i
FAS-TE inh | -5 | -4 | -5 | -12 | 2 | -6 | -1 | -3
PABP1 MLLE inh | -44 | -6 | -13 | 9 | 9 | -5 | -9 | -9
E coli Lon inh | -36 | 1 | 6 | -2 | -5 | -6 | 0 | -4
Rin1 Abl inh | 0 | 1 | -2 | 1 | -3 | -6 | 7 | 3
bovine MsrA act | -7 | 0 | -7 | -14 | -1 | -4 | -1 | -3
CSN deneddyl inh | 12 | -3 | 3 | 1 | -2 | -1 | 6 | -3
MsrA inhibitor | 1.7 | -0.1 | 1.5 | 6.8* | 0.6 | -0.2 | 0.4 | 2.8

9) COc1ccccc1N1CCN(Cc2c(F)cccc2F)CC1
10) CC1=CC(=C2C(=O)NC(=S)NC2=O)C=C(C(F)(F)F)N1Cc1ccccc1
11) FC(F)(F)c1ccc2c(c1)NP(=S)(N1CCOCC1)c1nccn1-2 (centres undefined)
12) COc1ccc(CCNCc2cccn2C)cc1
13) C/C(=N/OC(=O)N(C)C)c1ncc(C(F)(F)F)cc1N1CCOCC1
14) Cc1ccc(N2C(=O)NC(=O)/C(=C/C=C/c3ccco3)C2=O)cc1
15) COc1ccc(N2C(=O)/C(=C/c3ccc(N(C)C)o3)C(=O)NC2=S)cc1
16) Cc1ccc2c(c1)=C/C(=C\c1c(O)[nH]c(=O)[nH]c1=O)C(=O)N=2
Screen / compound no. | 9 | 10 | 11 | 12 | 13 | 14 | 15 | 16
MT1-MMP act inh | -1 | 7 | -2 | -3 | -3 | -29 | -62 | 0
Rpn11 block | i | i | i | i | i | i | . | i
FAS-TE inh | -1 | -1 | -5 | -3 | -6 | -9 | 1 | -6
PABP1 MLLE inh | -1 | -81 | 7 | -12 | -3 | -75 | -168 | 20
E coli Lon inh | 3 | 2 | -4 | -1 | -1 | -207 | -339 | 0
Rin1 Abl inh | 4 | -3 | 2 | -1 | -3 | 6.2* | -14 | 3
bovine MsrA act | -6 | -2 | -2 | 1 | -1 | -8 | -2 | -5
CSN deneddyl inh | -5 | -10 | -5 | 4 | 5 | 31 | 24 | -6
MsrA inhibitor | . | 1.3 | -0.6 | -0.5 | 0.8 | -0.4 | 0.0 | 3.0

17) CC(=O)C1CCC2C3CCC4CC(O)CCC4(C)C3CCC12C#N (centres undefined)
18) c1ccc(NC2=NCCS2)cc1
19) CC(C)OCC(O)CN1CC2C[C@@H](C1)Cn1c2cccc1=O (some centres undefined)
20) CN1CCN(c2ccc(S(=O)(=O)C(F)(F)F)cc2[N+](=O)[O-])CC1
21) O=C(c1ccccc1F)c1cn(Cc2ccccc2)c2ccccc12
22) O=C(CN1CCCC1=O)NCCc1ccccc1
23) CN1CCN(c2ncnc3nc[nH]c23)CC1
24) O=C(Nc1ccccc1OC(=O)N1CCCCC1)N1CCCCC1
Screen / compound no. | 17 | 18 | 19 | 20 | 21 | 22 | 23 | 24
MT1-MMP act inh | -3 | 1 | -1 | 2 | 0 | -4 | 3 | 2
Rpn11 block | i | i | i | i | i | i | i | i
FAS-TE inh | -5 | -8 | -5 | -2 | 25 | -6 | -4 | -5
PABP1 MLLE inh | -3 | -7 | 9 | 5 | 2 | 9 | -4 | 4
E coli Lon inh | 7 | 0 | -10 | -3 | -1 | 3 | 1 | -9
Rin1 Abl inh | 1 | -3 | 3 | 1 | 2 | -1 | 1 | 4
bovine MsrA act | -8 | -2 | -3 | -2 | -1 | -2 | -3 | -1
CSN deneddyl inh | -3 | 9 | 1 | -3 | -2 | -4 | 8 | 2
MsrA inhibitor | 0.5 | 1.4 | 0.2 | 0.1 | 1.1 | 1.5 | 2.5 | 1.6

25) CCN(CC)c1ccc(N=Cc2c(O)[nH]c(=O)[nH]c2=O)cc1
26) O=C1NCN(c2ccccc2)C12CCN(C(c1nnnn1-c1ccc3c(c1)OCCO3)C1CC1)CC2 (centres undefined)
27) O=C1CC(=O)N(c2cccc(Br)c2)C(=O)N1
28) C[C@]12CC[C@@H](O)CC1=CC(=O)C1C2CC[C@]2(C)C(=O)CCC12 (some centres undefined)
29) COCCNC(=O)CN1C(=O)C(C)N=C(c2ccccc2)c2cc(Cl)ccc21 (centres undefined)
30) O=C1NC(=S)NC(=O)C1=Cc1ccc(OCC(=O)N2CCCC2)cc1
31) NNC(N)=O
32) COc1cc(OC)c(C=O)c(OC(=O)N(C)C)c1
Screen / compound no. | 25 | 26 | 27 | 28 | 29 | 30 | 31 | 32
MT1-MMP act inh | -33 | 1 | -11 | 2 | -3 | -2 | 12 | 2
Rpn11 block | . | i | i | i | i | i | i | i
FAS-TE inh | -5 | 14 | -4 | -2 | 0 | -8 | 4 | -6
PABP1 MLLE inh | -27 | 8 | -37 | -93 | -2 | 26 | 6 | -3
E coli Lon inh | 1 | -7 | -22 | -10 | 0 | 9 | 4 | 4
Rin1 Abl inh | 6 | 4 | -2 | 1 | 4 | -1 | -1 | 1
bovine MsrA act | -5 | -1 | 0 | -1 | -7 | -6 | -1 | -3
CSN deneddyl inh | 7 | -3 | 12 | -1 | 2 | 1 | 2 | -2
MsrA inhibitor | 0.9 | -0.4 | 0.8 | -1.2 | -0.8 | -0.9 | -0.6 | 0.1

33) C=CCN1C(=O)NC(=O)/C(=C/c2ccc(OCC(=O)Nc3ccc(C)cc3)cc2)C1=O
34) CCOc1ccc(N=Cc2c(O)n(CCc3ccc(OC)c(OC)c3)c(=O)[nH]c2=O)cc1
35) CCCCC1C(=O)NC(=S)N(C)C1=O (centres undefined)
36) NC(Cc1ccc(Cl)cc1)c1csc(Nc2ccccn2)n1 (centres undefined)
37) Cc1nn(C2CCOC(C)(C)C2)c2c1C(c1ccc(OC(C)C)cc1)SCC(=O)N2 (centres undefined)
38) CC1(C)NCCN2C(=O)CSC21 (centres undefined)
39) COC(=O)c1ccc(NC(=O)NC(=O)Oc2ccccc2)cc1
40) NC(Cc1ccccc1)Cc1ccccc1
Screen / compound no. | 33 | 34 | 35 | 36 | 37 | 38 | 39 | 40
MT1-MMP act inh | -5 | -5 | 1 | -1 | 2 | -4 | 3 | 1
Rpn11 block | i | i | i | i | i | i | i | i
FAS-TE inh | -5 | -23 | -7 | -2 | -51 | -19 | -7 | -1
PABP1 MLLE inh | 2 | -38 | -127 | 6 | 9 | 18 | -13 | 11
E coli Lon inh | -30 | -14 | 10 | -8 | -1 | -5 | -1 | -8
Rin1 Abl inh | 7 | 1 | 1 | -3 | -2 | 2 | 3 | 1
bovine MsrA act | -4 | -2 | 0 | 1 | 0 | -13 | -1 | -4
CSN deneddyl inh | 2 | 29 | -3 | -2 | 1 | 3 | 4 | -1
MsrA inhibitor | -0.7 | 2.6 | -1.0 | 1.1 | -1.3 | 1.3 | 0.7 | -0.2

41) O=C(CCl)Nc1nccs1
42) O=P(C(=Nc1ccc(Cl)cc1)N1CCOCC1)(N1CCOCC1)N1CCOCC1
43) O=C(OCC(=O)c1ccc([N+](=O)[O-])cc1)/C(=C\c1ccc(Cl)cc1)NC(=O)c1ccccc1
44) COc1ccc2c(c1)CC1(CN2C)C(=O)NC(=O)N(CCc2ccccc2)C1=O (centres undefined)
45) CC(c1ccccc1)n1cncc1C(=O)O (centres undefined)
46) N=C1c2ccccc2CN1NC(=O)c1ccc(Br)cc1
47) NS(=O)(=O)c1nc[nH]c1[N+](=O)[O-]
48) CC(=O)N1N=C2C3CCN(CC3)C2C1c1cccc2ccccc12 (centres undefined)
Screen / compound no. | 41 | 42 | 43 | 44 | 45 | 46 | 47 | 48
MT1-MMP act inh | -2 | 1 | -9 | 0 | 0 | -3 | -2 | -2
Rpn11 block | i | i | i | i | i | i | i | i
FAS-TE inh | -6 | -2 | 27 | 0 | -8 | -3 | -2 | -7
PABP1 MLLE inh | 13 | 3 | 20 | 28 | 4 | 13 | 12 | -7
E coli Lon inh | 6 | 8 | 0 | -1 | -14 | -2 | 3 | 6
Rin1 Abl inh | -1 | -5 | 3 | -1 | -1 | -2 | 4 | 2
bovine MsrA act | -6 | -4 | -13 | -2 | -2 | -5 | -7 | -10
CSN deneddyl inh | -2 | -2 | -2 | -3 | 0 | 1 | 0 | 1
MsrA inhibitor | -0.8 | -0.9 | 0.9 | -0.6 | 1.1 | -0.4 | 2.8 | -0.9

49) Fc1ccccc1CCNCc1cccc2ccccc12
50) C[C@H]1CCC/C=C/[C@@H]2C[C@H](O)C[C@H]2[C@@H](O)/C=C/C(=O)O1
51) CC(C)C[C@H]1COc2cccc(N3CCN(C)CC3)c2S(=O)(=O)N1
52) Cc1ccc(-n2c(/C=C/c3ccccn3)nc3ccccc3c2=O)cc1
53) O=S(=O)(c1ccccc1)N1Cc2ccccc2-n2nncc2C1
54) CC12CC[C@H]3[C@@H](CCC4(O)C[C@H](O)CCC34/C=N/NC(=O)c3ccccc3O)C1(O)CCC2C1=CC(=O)OC1 (some centres undefined)
Screen / compound no. | 49 | 50 | 51 | 52 | 53 | 54
MT1-MMP act inh | -1 | -4 | -4 | -17 | 3 | 3
Rpn11 block | i | i | . | i | i | i
FAS-TE inh | 3 | -6 | -8 | -1 | -8 | -6
PABP1 MLLE inh | 20 | 0 | . | 6 | -8 | 8
E coli Lon inh | -1 | 1 | -7 | -6 | -6 | 9
Rin1 Abl inh | 1 | 0 | . | 1 | -2 | -2
bovine MsrA act | -4 | 1 | -16 | -2 | -2 | -2
CSN deneddyl inh | -2 | -2 | -1 | -1 | 2 | 1
MsrA inhibitor | -0.1 | -1.0 | 0.6 | 0.8 | 0.5 | 2.1

Only part of the results is shown. The share of hits here may be higher or lower than overall.
